Screens: PubChem, National Center for Advancing Translational Sciences (NCATS)
RGS12 GoLoco inh: RGS12 GoLoco-Gai1 interaction inhibition | P63096 | Gai1:RGS12 GoLoco peptide FP, rhodamine, 10 min | Potency, µM (top dose mostly 61.6 µM), inactives show at the highest dose activity, negative = inhibition, hits mostly inhibitors | hit rate 0.44% among 230,000 | AID 880; active = well fitted inhibition curve with a large enough effect, not every such curve was filed as active; inactive = no such curve, though single readings can be large or run the other way; also: % is scaled to controls: 0 for no effect and ±100 for the full control effect; nearly all actives have a fitted effect of over 30% in size; many of its hits are not listed in these tables
JMJD2E inh: blocks human JMJD2E demethylase activity | B2RXH2 | JMJD2E catalytic domain, FDH-coupled NADH fluorescence (FDH is formaldehyde dehydrogenase) | Potency, µM (doses to about 57.1 µM), for inactives: top-dose activity change, negative = inhibition, actives largely listed as inhibitors | hit rate 1.6% among 230,000; active = well fitted inhibition curve with a large enough effect, not every such curve was filed as active; inconclusive = small, poorly fitted or top-dose-only effect, or another doubt; inactive = no such curve, though single readings can be large or run the other way;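 also: 0% = wells with enzyme and -100% = buffer wells without enzyme; nearly all actives have a fitted effect of over 50% in size; many of its hits are not listed in these tables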
RECQ1 helicase: blocks DNA unwinding by human RECQ1 | P46063 | RECQ1 DNA unwinding, red fluorescence kinetic read | Potency, µM (highest dose often 57.3 µM), without a hit: at the highest dose activity, negative = inhibition, most hits filed as inhibitors | hit rate 0.54% among 240,000 | AID 2549;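 also: plate controls were vehicle for no effect and no enzyme for full effect; nearly all actives have a fitted effect of over 30% in size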
Target sequence (P46063 whole entry, looked up): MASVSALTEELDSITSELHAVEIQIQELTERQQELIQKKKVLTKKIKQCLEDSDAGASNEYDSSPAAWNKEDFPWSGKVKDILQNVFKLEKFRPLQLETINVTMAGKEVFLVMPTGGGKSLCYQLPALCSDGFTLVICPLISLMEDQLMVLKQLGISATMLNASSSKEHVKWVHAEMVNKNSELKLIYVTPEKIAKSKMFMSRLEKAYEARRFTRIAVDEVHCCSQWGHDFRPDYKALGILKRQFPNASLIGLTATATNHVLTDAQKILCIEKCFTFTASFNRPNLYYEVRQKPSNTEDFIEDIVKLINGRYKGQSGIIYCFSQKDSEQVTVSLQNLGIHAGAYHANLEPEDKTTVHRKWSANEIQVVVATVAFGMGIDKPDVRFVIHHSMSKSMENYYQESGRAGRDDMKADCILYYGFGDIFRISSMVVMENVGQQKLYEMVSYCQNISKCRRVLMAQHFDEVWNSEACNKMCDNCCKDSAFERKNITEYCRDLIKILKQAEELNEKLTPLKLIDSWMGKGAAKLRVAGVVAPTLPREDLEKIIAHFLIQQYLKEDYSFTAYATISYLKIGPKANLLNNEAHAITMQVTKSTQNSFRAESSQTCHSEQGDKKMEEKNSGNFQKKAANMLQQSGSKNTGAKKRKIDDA
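RECQ1T1 50 nM; forked duplex (20 bp + 30-nt ss tails) 200 nM, ATP 2 mM final; pH 8.0, 2 mM MgCl2, 2.5 ug/ml poly(dI-dC); 15 min compound preincubation; discontinuous kinetic read over 2 h at RT.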
TexasRed fluor: alters Texas Red total fluorescence, flagging assay interference; TRb/SRC2 Texas Red total fluorescence interference; Potency, µM (highest dose often 106 µM), inactives show top-dose fluorescence change, negative = quenching; hit rate 0.29% among 280,000; active = well fitted curve in either direction with a large enough effect; inconclusive = small, poorly fitted or top-dose-only effect; also: % is scaled to controls: 0 for no effect and ±100 for the full control effect
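Human TRb ligand-binding domain at 0.6 uM with 20 nM Texas Red SRC2 peptide in Tris buffer containing 1 uM T3 and 5% DMSO, incubated with compound 5 h at ambient temperature. Total fluorescence (555/632 nm) calculated as parallel + 2 × perpendicular.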
TRb SRC2 PPI: TRbeta-SRC2 interaction inhibition; Potency, µM (series often up to 106 µM), for the others: at the highest dose activity change, negative = inhibition, hits mostly inhibitors; AID 1469; TRbeta-SRC2 peptide binding, fluorescence polarization; receptor liganded with 1 µM T3; P10828; hit rate 0.065% among 280,000;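 also: plate controls were bound peptide for no effect and peptide without receptor for full effect; nearly all actives have a fitted effect of over 50% in size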
Target sequence (P10828 whole entry, looked up): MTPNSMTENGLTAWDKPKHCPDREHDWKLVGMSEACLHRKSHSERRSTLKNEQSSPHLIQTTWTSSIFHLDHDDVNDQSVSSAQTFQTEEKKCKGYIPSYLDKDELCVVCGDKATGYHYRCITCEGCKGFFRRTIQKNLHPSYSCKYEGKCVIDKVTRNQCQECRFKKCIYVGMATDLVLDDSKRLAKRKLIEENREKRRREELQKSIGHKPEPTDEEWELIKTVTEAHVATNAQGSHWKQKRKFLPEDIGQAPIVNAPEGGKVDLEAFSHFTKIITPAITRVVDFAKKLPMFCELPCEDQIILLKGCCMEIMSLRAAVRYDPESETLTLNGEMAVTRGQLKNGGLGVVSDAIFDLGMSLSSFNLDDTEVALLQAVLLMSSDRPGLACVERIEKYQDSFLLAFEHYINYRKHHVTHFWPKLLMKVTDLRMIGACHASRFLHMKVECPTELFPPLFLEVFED
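Quantitative HTS by FP: 0.6 uM TRb LBD, 20 nM labeled SRC2 20-mer, 1 uM T3, 5% DMSO; 5 hr ambient incubation; % activity per concentration and potencies from concentration series.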
ALDH1A1 inh: ALDH1A1 (human) enzyme inhibition. P00352. Purified ALDH1A1, NADH fluorescence, propionaldehyde substrate. Potency, µM (titrated, usually from 75.3 µM), for the others: top-dose activity, negative = inhibition, actives largely listed as inhibitors. hit rate 7.3% among 220,000. AID 1030; active = well fitted inhibition curve with a large enough effect, not every such curve was filed as active; inconclusive = small, poorly fitted or top-dose-only effect, or another doubt; inactive = no such curve, though single readings can be large or run the other way;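 also: plate controls were no enzyme wells and a reference inhibitor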
SMN2 splice enh: enhancers of SMN2 splice variant expression | HEK293 SMN2-luciferase splicing reporter, luminescence, 30-36 h | Potency, µM (top dose mostly 46.1 µM), for the others: top-dose activity change, positive = activation, usual class: activators | hit rate 2.8% among 210,000; also: % of control where 0% means no effect; nearly all actives have a fitted effect of over 55% in size
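qHTS luciferase splicing reporter: luminescence rises when SMN2 exon 7 is included in transfected HEK293 cells. Compound exposure lasted 30-36 h at 37C, with 4.5 mM final sodium butyrate as control, followed by a ONE-Glo read.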
LMNA splice mod: modulators of lamin A splicing | hit rate 0.01% among 200,000 | HeLa LMNA splicing GFP/RFP minigene ratio, 48 h | AID 1487 | Potency, µM (highest dose often 46.1 µM), for inactives: top-dose ratio change, negative = inhibition, actives largely listed as inhibitors; active = well fitted inhibition curve with a large enough effect in the signal ratio, with a control signal flat, not every such curve was filed as active; inconclusive = small, poorly fitted or top-dose-only effect, or effect the other way, or a change in a side signal; the % refers to the signal ratio; also: % is scaled to controls: 0 for no effect and ±100 for the full control effect
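S3 HeLa cells stably expressing lamin A-EGFP splicing minigene plus DsRed2, 600 cells/well, 48 h compound exposure at 37C. Laser-scanning cytometry; analysed as GFP (500-530 nm)/RFP (575-640 nm) total intensity ratio; 0.5% DMSO vehicle.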
* = called active by the depositor; i = inactive; ? = inconclusive; . = not tested or not shown; [ ] = dose if it differs, or a comment. Unless noted, calls follow the shape of the dose curve; as a rule, active = well fitted curve in the direction sought with a large enough effect; inconclusive = small, poorly fitted or top-dose-only effect, or another doubt; inactive = no such curve, though single readings can be large; an effect the other way counts as inactive or inconclusive. Potency is read from the fitted curve at half-maximal effect. This is a subset; rates above refer to the full screens.

SMILES	RGS12 GoLoco inh	JMJD2E inh	RECQ1 helicase	TexasRed fluor	TRb SRC2 PPI	ALDH1A1 inh	SMN2 splice enh	LMNA splice mod
Cc1cc(C(=O)CCl)c(C)n1CCc1ccc(Cl)cc1	10%	1%	i	-3%	-6%	0.18µM*	-47%[inhibitor]	.
COc1ccc(OC)c(NC(=O)C2COc3ccccc3O2)c1 (configuration not stated)	10%	-7%	-2%	4%	2%	?	-31%[inhibitor]	1%
Cc1c(NC(=O)C(C)OC(=O)c2cc3c4ccccc4n(C)c3s2)c(=O)n(-c2ccccc2)n1C (configuration not stated)	60%[activator]	?	-10%	2%	-23%	?	-28%	-18%
Cc1cccn2c(=O)c(/C=C(\C#N)S(=O)(=O)c3ccccc3)c(N3CCCCC3)nc12	43%[activator]	?	0%	0%	3%	.	.	.
CC1CCN(c2nc3c(c(=O)[nH]c(=O)n3C)n2CC(C)CSc2nnnn2-c2ccccc2)CC1 (configuration not stated)	-1%	2%	1%	2%	-1%	20µM*	16%	2%
COC/C=C/C1=CC2=CC(=O)C(C)(OC(=O)c3cnc4ccccc4n3)C(=O)C2=CN1Cc1ccccc1 (configuration not stated)	7%[14.2 µM]	?	i[11.5 µM]	-13%[11.2 µM]	-1%[11.2 µM]	-8%[13.5 µM]	-5%[9.22 µM]	?
Cn1c(SCC(=O)NCCc2ccccc2)nnc1-c1ccco1	-3%	1%	-2%	-1%	-2%	14%	6%	-3%
COc1cc(Cn2c(C(=O)O)cc3sccc32)cc(OC)c1OC	6%	0%	0%	-4%	0%	-1%	-5%	-8%
CCCCC[C@H](O)/C=C/[C@@H]1[C@@H](C/C=C\CCCC(=O)OC)[C@@H](O)C[C@H]1O	5%	4µM*	-1%	2%	2%	?	2%	-11%
COc1ccc(N(CC(=O)N2CCCCC2)S(=O)(=O)c2c(C)nn(C)c2C)cc1	0%	1%	-12%	-1%	4%	?	7%	-3%
CC1CCC2(CC1)NC(CO)(CO)CO2 (configuration not stated)	2%	43%[activator]	5%	-1%	0%	5%	7%	-7%
CC(C)C1CC(c2csc(N)n2)CCO1 (configuration not stated)	-1%	8%	i	-1%	0%	10%	-13%	4%
C=C(C)C1Cc2c(C)nn(-c3cccc4ccccc34)c2C1 (configuration not stated)	1%	-4%	-11%	0%	-1%	3%	-19%	-7%
O=c1[nH]c(CN2CCN(c3ccc(F)cc3)CC2)nc2ccccc12	0%	1%	i	-1%	-4%	5%	-11%	6%[0.0737 µM]
Cc1nc2nc3c(c(=O)n2[nH]1)CCCC3	-8%	2%	i	7%	3%	2%	0%	3%
CC(C)(C)NC(=O)c1cc(NC(=O)c2ccco2)cc(NC(=O)c2ccco2)c1	-3%	12%	i	-4%	-4%	14%	-1%	-12%
CCn1ncc([N+](=O)[O-])c1C(=O)Nc1cc(C)on1	6%	2%	-3%	-6%	-2%	3%	17%	-2%
C#CCSc1nsc(SCC#C)c1C#N	10%	4%	-8%	-7%	8%	?	-5%	-21%
Cc1ccc(N(Cc2cc3ccc(C)cc3[nH]c2=O)C(=O)c2ccco2)c(C)c1	-5%	?	i	-2%	-4%	.	.	.
O=C(CSc1nnc2ccccn12)N1CCOCC1	-2%	?	-1%	0%	-1%	-10%	-6%	5%
CCOc1ccccc1CNCc1ccc(C(=O)O)cc1	8%	?	i	-2%	0%	2%	0%	.
CCN1C(=O)C(CC(=O)Nc2ccc(OC)cc2)N(Cc2ccc(OC)c(OC)c2)C1=S (configuration not stated)	0%	-19%	-6%	-1%	1%	.	.	.
COc1ccc(S(=O)(=O)N2CCn3c2nc2ccccc23)cc1	-10%	15%	3%	-2%	-1%	2%	-18%	3%
O=c1[nH][nH]c(-c2ccccc2)c1C=Nc1cccc(Cl)c1	8%	1%	-6%	-8%	0%	2%	-4%	6%
CC(C)NC(=O)C12CC3CC(C1)CC(C(=O)NC(C)C)(C3)C2	-1%	11%	i	-3%	-8%	10%	15%	.
CCCCCC(=O)Nc1nc(C)c(-c2csc(Nc3cc(Cl)ccc3C)n2)s1	11%	-2%	-16%	4%	0%	?	-23%	8%
Fc1ccc(-n2cc(CNCCc3cccnc3)c(-c3ccccc3Cl)n2)cc1	29%	-18%	i	-2%	-6%	?	-47%[inhibitor]	.
N#C/C(=C(/O)COC(=O)c1ccc2c(c1)OCCO2)c1nc2ccccc2[nH]1	37%[activator]	-4%	i	4%	1%	12%	2%	8%
O=c1nc(N2CCOCC2)nc2n1CCO2	-1%	-2%	-12%	-5%	1%	5%	-14%	5%
COc1ccc([N+](=O)[O-])cc1Nc1ncnc2ccccc12	6%	18%	i	2%	-1%	8%	-25%	5%[46 µM]
CN(C)Cc1ccccc1-c1cncnc1Nc1ccc(F)cc1	-5%	-15%	-6%	0%	-3%	14%	-10%	3%
O=C(N/N=C/c1cccs1)/C(=C/c1ccccc1)NC(=O)c1ccccc1	1%	-14%	0%	-2%	-13%	1%	-1%	-21%
CC(=O)c1ccc(N(C(=O)Cn2nnc3ccccc32)C(C(=O)NC2CCCCC2)c2cn(C)nc2C)cc1 (configuration not stated)	13%	-7%	-15%	4%	-5%	5%	8%	-5%
CC(=O)NC(NC(=S)Nc1cccc(Br)c1)C(Cl)(Cl)Cl (configuration not stated)	7%	0%	-4%	-3%	-6%	.	.	.
CC(C)(C)NS(=O)(=O)c1ccc2c(c1)oc(=O)c1cc(S(=O)(=O)NC(C)(C)C)ccc12	-5%	?	-8%	1%	-13%	?	16%	7%
CC1Cc2ccccc2N1C(=O)CSc1nc(-c2ccccc2)cs1 (configuration not stated)	2%	-1%	-16%	1%	2%	-9%	-27%	?
Cc1ccc(CN(Cc2cc3cc(C)ccc3[nH]c2=O)C(=O)N2CCOCC2)cc1	.	?	i	0%	-21%	?	.	-7%
C=CCn1c(-c2c(C)nc3cc(C)ccn23)n[nH]c1=S	8%	?	8%	-6%	-5%	-7%	-12%	8%
N#CCC(=O)N/N=C/c1cn(Cc2cccc3ccccc23)c2ccccc12	13%	?	i	-1%	-10%	-2%	.	.
O=C(COC(=O)c1cccc(S(=O)(=O)NCc2ccccc2)c1)c1ccc2c(c1)OCCO2	8%	-13%	-9%	-3%	0%	4%	-15%	-11%

Another view of part of the listing above:
canonical_smiles: Cc1ccc(CN(Cc2cc3cc(C)ccc3[nH]c2=O)C(=O)N2CCOCC2)cc1
  RGS12 GoLoco inh: .; JMJD2E inh: ?; RECQ1 helicase: i; TexasRed fluor: 0%; TRb SRC2 PPI: -21%; ALDH1A1 inh: ?; SMN2 splice enh: .; LMNA splice mod: -7%
canonical_smiles: CN(C)Cc1ccccc1-c1cncnc1Nc1ccc(F)cc1
  RGS12 GoLoco inh: -5%; JMJD2E inh: -15%; RECQ1 helicase: -6%; TexasRed fluor: 0%; TRb SRC2 PPI: -3%; ALDH1A1 inh: 14%; SMN2 splice enh: -10%; LMNA splice mod: 3%

Next section.
SMILES	RGS12 GoLoco inh	JMJD2E inh	RECQ1 helicase	TexasRed fluor	TRb SRC2 PPI	ALDH1A1 inh	SMN2 splice enh	LMNA splice mod
CC(C)CC(=O)Nc1cccc(-c2csc(-c3ccccc3)n2)c1	0%	?	-27%	-1%	-12%	-8%	?	-14%
CCCCNS(=O)(=O)C1CCS(=O)(=O)C1 (configuration not stated)	5%	-2%	i	-2%	-14%	-8%	18%	-8%
Cn1nnnc1SCC(=O)Nc1ccccc1C(=O)NC1CC1	-6%	-2%	-2%	1%	-6%	13%	13%	6%
Cc1ccc(CNc2ccc(N3CCOCC3)c(C(=O)O)c2)s1	-3%	?	i	-6%	-3%	-4%	27%	-4%
Cc1cc(=O)c2c(C)ccc(C)c2[nH]1	-1%	?	i	2%	-2%	.	.	.
O=C(COc1ccccc1[N+](=O)[O-])NNC(=O)Nc1cccc2ccccc12	5%	?	i	-2%	6%	?	-8%	?
CCCCCCCCOC(=O)c1c(CSC(=N)N)n(C)c2cc(Br)c(OC(C)=O)cc12	0%	-9%	-13%	-1%	-1%	.	.	.
Cc1ccc(C)c(-c2ccc(C(=O)O)o2)c1	-3%[136 µM]	.	-15%[126 µM]	3%[201 µM]	3%[201 µM]	?	.	.
CCOC(=O)c1cc2c(ccn2-c2ccc(F)cc2)n1CC(=O)NC(C)(C)C	16%	?	i	3%	4%	?	.	.
O=C(NC(=S)NC(c1ccccc1)c1ccncc1)c1ccccc1 (configuration not stated)	-1%	5%	-15%	1%	-5%	?	1%	?
O=C(Nc1ccccc1Oc1ccccc1)c1cnccn1	7%	-3%	-17%	-1%	-10%	1%	20%	21%
CCOC(=O)C1(CC2CCCCO2)CCN(C2CCSCC2)CC1 (configuration not stated)	2%	5%	i	0%	5%	6%	.	.
N#C/C(=C/c1ccc(N2CCOCC2)o1)C(=O)N1CCOCC1	-8%	?	-8%	45µM*[fluorescent]	-13%	?	16%	6%
COc1cc(C(c2nnnn2C2CCCC2)N2CCN(C)CC2)cc(OC)c1OC (configuration not stated)	6%	-4%	-8%	-5%	-1%	?	-11%	-5%
COc1ccc(C)c2sc(N(CCCN(C)C)C(=O)c3ccc(S(=O)(=O)N(C)C)cc3)nc12	1%	-4%	i	0%	-1%	-2%	-16%	25%[9.22 µM]
CCC(CC)c1nnc(NS(=O)(=O)Cc2ccccc2)s1	-12%	4%	-10%	-5%	-9%	?	-11%	4%
COc1ccccc1CN1C[C@@H]2C[C@@H](c3[nH]c4ccc(C)cc4c3C)N3CCC[C@@]23C1=O	94%[activator]	3%	i	-1%	3%	?	-8%	.
O=C(Nc1nnc(Cc2ccccc2)s1)c1ccco1	4%	3%	-7%	0%	0%	-8%	?	9%
CCOc1ccc2nc(COC(=O)c3cccs3)c(C(C)=O)[n+]([O-])c2c1	1%	-7%	-7%	-2%	-6%	.	.	.
CCn1c(SC)nnc1C1CCN(S(=O)(=O)c2ccc(OC)cc2)CC1	-3%	-1%	-2%	-1%	8%	11%	-24%	-5%
